SIRT5 block = SIRT5 desuccinylase inhibitors, primary screen, biochemical, fluorescence imaging, single point, set 5; Purified SirT5, succinyl-peptide AMC, trypsin-coupled fluorescence; inhibition, % at 15 µM; 1.1% of 330,000 active; AID 652115, 2013; in the data active = inhibition above about 15%; inconclusive = no clear call, values can overlap the other calls
Target sequence (Q9NXA8 whole entry, looked up): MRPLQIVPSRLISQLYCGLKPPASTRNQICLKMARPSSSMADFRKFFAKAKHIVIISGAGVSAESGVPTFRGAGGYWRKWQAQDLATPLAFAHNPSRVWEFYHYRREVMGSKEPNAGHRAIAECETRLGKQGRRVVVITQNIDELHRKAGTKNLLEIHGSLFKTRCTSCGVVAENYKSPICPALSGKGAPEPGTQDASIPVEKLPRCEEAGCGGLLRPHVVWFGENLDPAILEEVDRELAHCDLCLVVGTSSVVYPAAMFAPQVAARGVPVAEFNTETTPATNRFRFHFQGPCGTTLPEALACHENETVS
Xi reactivation = activators of inactive X chromosome reactivation, primary screen, imaging, XiGFP fibroblasts, GFP high-content imaging, set 2; XiGFP mouse fibroblasts, % GFP-positive cells imaging, 3 d; cells co-treated with 5-aza-dC sensitizer; scaled so ellipticine positive control = 100%; activation, % at 7.58 µM; 0.055% of 360,000 active;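 active = mean normalized replicate activation at least 10% and every replicate at or above 10%; inconclusive = only one of the two criteria met; inactive = mean below 10% and not all replicates reach 10%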;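 note: 0% = median of on-plate neutral control wells and 100% = ellipticine 6 µM median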
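System: XiGFP fibroblasts, SV40-immortalized. Medium: DMEM plus 5-aza-dC sensitizer. Doses: single point. Timing: 3 d treatment, 15 min room-temperature fixation. Control set: ellipticine 6 µM.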
ERAP1 HTS inh = human ERAP1 aminopeptidase inhibitors, primary screen, biochemical, single point, plate reader. Endoplasmic reticulum aminopeptidase 1 (Homo sapiens), Q9NZ08. recombinant ERAP1, Leu-AMC fluorescence, 60 min. inhibition, % at 10.7 µM. 0.15% of 340,000 active;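 active = mean replicate inhibition of at least 30%, or all replicates individually reaching that 30% level; inactive = mean below 30% and not every replicate reaching it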;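 note: 0% = neutral control wells and 100% = L-leucinethiol positive control wells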
LGR2 antag = inhibitors of bursicon-induced LGR2 CRE-luciferase signal, primary screen, cell-based, HEK293, CRE-luciferase reporter, bursicon stimulation; bursicon-stimulated, 4 h; inhibition, % at 9.99 µM; 0.35% of 380,000 active; Drosophila bursicon receptor LGR2 (rickets); AID 720647, 2013;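 active = drop in luminescence signal, shown as inhibition above about 50% in the replicate tests, limit read from the data, passing the limit was not always enough; inconclusive = probably only some replicates passing the limit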;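 note: agonist challenge used bursicon conditioned medium at about half maximal strength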
C2C12 statin = suppressors of statin myotoxicity in C2C12 myotubes, primary screen, cell-based, single point, plate reader; C2C12 myotubes + simvastatin, ATP luminescence, 48 h; scaled: DMSO 0, geranylgeraniol control 100; rescue of ATP level, % at 7.49 µM; 0.78% of 330,000 active; AID 602340, 2012;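 active = mean ATP rescue above about 67%, or every replicate alone reaching that limit, limit read from the data, passing the limit was not always enough; inconclusive = no clear call, values can overlap the other calls; inactive = mean under the limit and some replicate under it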;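 note: myotubes were challenged with 10 µM simvastatin during compound exposure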
PGC1a acetyl inh = inhibitors of PGC1a acetylation signal, primary screen, cell-based, U2OS, AlphaScreen, inhibitor mode; AlphaScreen anti-acetyl-lysine; with virally co-expressed GCN5 acetyltransferase; inhibition, % at 15.6 µM; 0.17% of 350,000 active;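 active = every replicate shows inhibition of at least 40%; inconclusive = mean inhibition at least 40% but some replicate below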;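 note: 0% = neutral control wells and 100% = positive control wells; some results beyond the cut were filed as inactive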
S100A4 MyoIIA = inhibitors of S100A4-myosin IIA peptide binding, primary screen, biochemical, fluorescence polarization, TAMRA-MyoIIA peptide; Protein S100-A4 (Homo sapiens), P26447; inhibition, % at 10.7 µM; 0.14% of 360,000 active; AID 652163, 2013;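 active = mean inhibition of at least 70% across replicates, with every replicate also reaching that level; inconclusive = mean inhibition reaches 70% but some replicates fall short; inactive = mean inhibition below 70%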
Target sequence (P26447 whole entry, looked up): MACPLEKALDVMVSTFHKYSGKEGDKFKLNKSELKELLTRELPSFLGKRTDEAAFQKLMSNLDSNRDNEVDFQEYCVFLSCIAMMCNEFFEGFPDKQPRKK
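System – human S100A4 monomer protein, biochemical binding assay · Buffer or medium – Calcium-containing HEPES buffer, pH 7.2 · Timing – 5 min between mix addition and reading · Also added – TAMRA-labelled myosin IIA heavy-chain peptide probe, 5 nM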
Cneo AK release = Cryptococcus neoformans cell lysis inducers, primary screen, AK release luminescence, single concentration. lysis activity, % at 15 µM. AID 651654, 2012. C. neoformans lysis, adenylate kinase release luminescence, 4 h; normalised: neutral wells 0, clomiphene wells 100. 0.2% of 360,000 active;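 active = mean lysis activity across replicates of at least 80%, whatever share of replicates individually reach that level; inactive = mean lysis activity below 80%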
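Assay system: C. neoformans cells. Amount: yeast cell density of 5 × 10^6 cells/mL. Technique: AK luminescence. Buffer or medium: YPD. Times: static 4 h at 37 °C with compound, 1 h detection. Dosing: single-point compound dose. Read-out: lysis from increased AK signal.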
Numbers without * were called inactive; ? = inconclusive; . = no result given.

SMILES	SIRT5 block	Xi reactivation	ERAP1 HTS inh	LGR2 antag	C2C12 statin	PGC1a acetyl inh	S100A4 MyoIIA	Cneo AK release
CCC(=O)N1[C@H](C(=O)N[C@@H](C)c2ccccc2)[C@@H](CO)[C@@H]2Cn3c(cccc3=O)[C@@H]21	1	0.1	-7	-16	.	1	-3	.
Cc1cnc(NC(=O)c2sc3ccccc3c2Cl)s1	1	0.2	-2	?	.	.	-3	.
CCCCn1c(=O)c(C(C)=O)c(O)c2ccccc21	-2	0.0	4	2	7	.	4	2
CO[C@@H]1CN(C)C(=O)c2cc(NC(=O)C3CCCC3)ccc2OC[C@H](C)N(C(=O)CC2CC2)C[C@H]1C	-1	0.1	-1	-7	18	-5	36	1
Cc1ccc(/C=C/C(=O)Nc2ccc([N+](=O)[O-])cc2)o1	2	.	-2	-29	-2	-6	-1	1
C[C@@H]1CN([C@@H](C)CO)C(=O)c2cc(NS(=O)(=O)c3cn(C)cn3)ccc2O[C@@H](C)CCCCO[C@H]1CN(C)C(=O)C1CCCCC1	-6	0.0	2	-7	.	-7	-24	-2
Cc1ccc(OCCCCn2ccnc2)c([N+](=O)[O-])c1	-1	0.0	-1	-24	.	.	-17	.
N/C(Cc1nc2ccccc2s1)=N\O	-4	-0.1	0	-16	.	.	7	.
CN(C)S(=O)(=O)c1cccc(NC(=O)COC(=O)C2(c3ccccc3F)CCCC2)c1	-5	0.1	0	-14	4	-5	-2	-11
CCCC(=O)Nc1ccc2c(c1)C(=O)N(C)[C@@H]1CC[C@@H](CC(=O)NCc3ccccc3F)O[C@H]1CO2	.	0.3	.	3	-3	6	.	-3
CCCCN(CC)CCCNC(=O)c1cn(CC)c2ccc(S(=O)(=O)N3CCc4ccccc4C3)cc2c1=O	-2	0.5	2	85*	.	.	-6	.
Cn1cnnc1Sc1ccc(/C=C(\CC(=O)O)c2nc3ccccc3s2)cc1[N+](=O)[O-]	6	-0.1	3	20	-1	0	0	-2
CC(C)(C)c1ccc(C(=O)C2CCCN(C(=O)c3ccccn3)C2)cc1 (configuration not stated)	0	0.7	-1	3	-2	10	0	3
CCOP1(=O)OCC2OC(n3cnc4c(N)ncnc43)C(O)C2O1 (configuration not stated)	-1	0.0	6	18	.	4	0	-5
Cc1ccsc1/C=N/NC(=O)Cc1cccn1C	-2	0.1	-3	.	.	.	-18	.
CC(C)NC(=O)N(C)C[C@@H]1Oc2cc(C#CC(C)(C)O)ccc2S(=O)(=O)N([C@@H](C)CO)C[C@H]1C	-3	-0.7	.	-2	17	12	.	-3
Cc1ccc(CN2CCN(C(=O)/C=C/[C@H]3O[C@@H](n4cc(C)c(=O)[nH]c4=O)C[C@@H]3O)CC2)cc1	0	0.0	-1	-6	0	-13	-5	1
C[C@H](CO)N1C[C@H](C)[C@@H](CN(C)C(=O)Nc2ccccc2)Oc2ccc(NC(=O)Cc3cn(C)c4ccccc34)cc2CC1=O	12	0.0	-1	8	-27	12	6	-4
C[C@H]1CN([C@@H](C)CO)C(=O)c2cc(NC(=O)CCCCCC(=O)Nc3ccccc3N)ccc2O[C@H]1CN(C)C(=O)Nc1ccc(F)cc1	4	-0.1	-2	-15	.	-2	1	.
O=C(NCC1CCCO1)c1onc(CSc2ccc(F)c(F)c2)c1C(=O)O (configuration not stated)	-4	0.0	4	-14	0	.	0	16

The final 2 entries of the section before open the next one:
SMILES	SIRT5 block	Xi reactivation	ERAP1 HTS inh	LGR2 antag	C2C12 statin	PGC1a acetyl inh	S100A4 MyoIIA	Cneo AK release
C[C@H]1CN([C@@H](C)CO)C(=O)c2cc(NC(=O)CCCCCC(=O)Nc3ccccc3N)ccc2O[C@H]1CN(C)C(=O)Nc1ccc(F)cc1	4	-0.1	-2	-15	.	-2	1	.
O=C(NCC1CCCO1)c1onc(CSc2ccc(F)c(F)c2)c1C(=O)O (configuration not stated)	-4	0.0	4	-14	0	.	0	16
O=C(c1ccncc1)N1C[C@H]2[C@@H](c3ccccc31)[C@H](CO)N2C(=O)CN1CCOCC1	-1	0.0	2	-2	-19	8	6	2
COC(=O)c1cc(S(=O)(=O)N2CCN(c3ccc(C(C)=O)cc3)CC2)cn1C	-1	0.0	-1	-6	5	.	3	-1
COc1ccc(N2C[C@H](CSC)[C@@H](CC(=O)Nc3ccc(Br)cc3)C2=O)cc1	-1	0.2	1	-12	2	-3	-1	-4
O=C(c1ccc(NC(=S)NCc2ccc(Cl)cc2)cc1)N1CCCCC1	1	0.1	-3	2	-2	-4	-4	-2
O=C(COC(=O)C1CCN(c2ccc(C(F)(F)F)cn2)CC1)c1ccccc1Cl	-1	0.0	1	-3	-7	.	4	17
CC(O)Cc1cn(CC(=O)N2CCNCC2)nn1 (configuration not stated)	.	0.0	.	-6	7	3	8	1
COc1cc2[nH]c(C(=O)N3CC(C)OC(C)C3)cc2c(OC)c1OC (configuration not stated)	0	0.6	1	8	4	1	-5	1
CN1C(=O)c2cc(NC(=O)c3cccc(F)c3)ccc2OC[C@H]2O[C@H](CC(=O)NCC3CC3)CC[C@H]21	6	0.0	-3	3	.	.	-5	.
COc1ccc(C)cc1S(=O)(=O)N1CCCCCC1	2	-0.1	.	-12	-6	2	-2	.
COCc1ccc(C(=O)NC2CCSc3ccccc32)cc1 (configuration not stated)	0	0.3	-2	-20	15	30	1	2
CCc1ccccc1Oc1coc2cc(O)ccc2c1=O	0	0.1	-10	-11	3	4	5	3
Cc1ccc(S(=O)(=O)N2CCN(C(=O)CCC(=O)NCCc3ccc(F)cc3)CC2)cc1	-3	0.0	-2	-21	-2	10	-3	.
Cc1cc(C)cc(NC(=S)N2CCN(c3ccccn3)CC2)c1	4	0.3	.	-3	1	-3	-38	1
COc1ccc(NS(=O)(=O)c2ccc3nc(COc4ccc5ccccc5c4)[nH]c3c2)cc1	.	-0.1	.	26	2	-19	.	1
COc1ccc(-n2ncc3c2CC(C)(C)CC3NC(=O)c2cn[nH]c2)cc1 (configuration not stated)	-2	0.2	0	15	1	.	-3	-1
CC(=O)Nc1ccc(NC(=O)CNC(=O)c2cccc(C)c2)cc1	.	0.0	-4	7	-3	1	0	-1
C[C@H](CO)N1C[C@H](C)[C@H](CN(C)C(=O)c2cccnc2)Oc2ncc(C3=CCCC3)cc2C1=O	-9	0.0	1	5	4	10	9	-2
N#Cc1c(NC(=O)C2CC(Cl)=CCC2C(=O)O)sc2c1CCCCC2 (configuration not stated)	8	0.1	1	-1	.	9	1	.
CC1CCCN(CCC(=O)Nc2ccccc2)C1 (configuration not stated)	-7	0.6	-4	4	.	.	-13	.
CCOc1ccc(S(=O)(=O)NCc2cccnc2)cc1C	-1	0.0	4	16	1	-2	0	-1

Structures listed so far with a Cl atom, in the order listed:
SMILES	SIRT5 block	Xi reactivation	ERAP1 HTS inh	LGR2 antag	C2C12 statin	PGC1a acetyl inh	S100A4 MyoIIA	Cneo AK release
Cc1cnc(NC(=O)c2sc3ccccc3c2Cl)s1	1	0.2	-2	?	.	.	-3	.
O=C(c1ccc(NC(=S)NCc2ccc(Cl)cc2)cc1)N1CCCCC1	1	0.1	-3	2	-2	-4	-4	-2
O=C(COC(=O)C1CCN(c2ccc(C(F)(F)F)cn2)CC1)c1ccccc1Cl	-1	0.0	1	-3	-7	.	4	17
N#Cc1c(NC(=O)C2CC(Cl)=CCC2C(=O)O)sc2c1CCCCC2 (configuration not stated)	8	0.1	1	-1	.	9	1	.

Carrying on.
SMILES	SIRT5 block	Xi reactivation	ERAP1 HTS inh	LGR2 antag	C2C12 statin	PGC1a acetyl inh	S100A4 MyoIIA	Cneo AK release
CCC1Sc2ccc(S(=O)(=O)CCC(=O)Nc3ccc(C(=O)OC)cc3)cc2NC1=O (configuration not stated)	3	-0.1	-3	-1	6	-2	5	0
CSC1=NCCN1C(=O)C12CC3CC(CC(C3)C1)C2	-4	0.0	2	33	.	8	-3	.
CC1CCN(S(=O)(=O)c2ccc(NC(=O)C3CSC4(C)CCC(=O)N34)cc2)CC1 (configuration not stated)	-2	-0.1	-1	-8	-1	.	-6	1
Cn1c(SCC(=O)Nc2ccc(Br)cn2)nnc1C1CC1	2	0.0	4	-5	.	.	-2	0
Cc1ccc(NC(=O)CCNS(=O)(=O)c2ccccc2F)cc1S(=O)(=O)N1CCOCC1	-1	-0.1	3	17	.	.	2	.
O=C(CSc1n[nH]c(-c2ccccn2)n1)Nc1ccc(F)cc1	-3	-0.1	-3	3	12	.	6	1
CC(C)Oc1ccc(S(=O)(=O)N2CCOCC2)cc1NC(=O)Cc1c(F)cccc1Cl	1	-0.1	-3	-4	-23	-8	-8	1
N#C/C(=C/c1ccc(N2CCOCC2)o1)C(=O)NC1CCCCC1	8	0.1	9	16	.	.	-4	.
O=C(O)CCCn1c(O)c(C=C2N=c3ccccc3=N2)sc1=S	1	0.1	4	1	.	38	7	-7
O=C(C[C@@H]1CC[C@H](NC(=O)C2CC2)[C@H](CO)O1)NC1CCC1	0	1.0	0	16	-7	11	-6	0
S=C(NCCN1CCOCC1)NC1CCCCC1	-6	0.0	2	.	.	-4	-1	.
Cc1ccc(NC(=O)Cc2ccc(Cl)c(Cl)c2)cc1S(=O)(=O)N(C)C	.	-0.1	.	1	.	1	.	7
CO[C@H]1CN(C)C(=O)c2ccc(NC(=O)Nc3ccccc3Cl)cc2OC[C@H](C)NC[C@H]1C	4	-0.1	-4	-12	-11	3	-11	40
CCN(c1ccccc1)S(=O)(=O)c1cc2c3c(c1)C(C)C(=O)N3CCC2 (configuration not stated)	-2	0.2	3	0	-6	-6	-4	-3
COc1ccc(CN(C)C(=S)Nc2ccc(Cl)cc2)cc1	0	0.0	1	0	.	.	0	.
CC1(C)CC(NC(=S)NC2CC2)CC(C)(C)N1	0	0.1	-1	5	.	14	-2	.
O=C(NNC(=O)c1cc(-c2ccco2)nc2ccccc12)c1ccccc1	-8	0.2	-3	-4	2	-18	-5	0

Some of these compounds in order of their number in PGC1a acetyl inh, ascending.
molecule	PGC1a acetyl inh
CCN(c1ccccc1)S(=O)(=O)c1cc2c3c(c1)C(C)C(=O)N3CCC2 (configuration not stated)	-6
S=C(NCCN1CCOCC1)NC1CCCCC1	-4
CCC1Sc2ccc(S(=O)(=O)CCC(=O)Nc3ccc(C(=O)OC)cc3)cc2NC1=O (configuration not stated)	-2
Cc1ccc(NC(=O)Cc2ccc(Cl)c(Cl)c2)cc1S(=O)(=O)N(C)C	1
CSC1=NCCN1C(=O)C12CC3CC(CC(C3)C1)C2	8
CC1(C)CC(NC(=S)NC2CC2)CC(C)(C)N1	14
O=C(O)CCCn1c(O)c(C=C2N=c3ccccc3=N2)sc1=S	38

Screening results from PubChem.

A portion of the library; count on the stated rates, not on these rows.
